# TrxR1 inh – inhibitors of rat thioredoxin reductase 1; Potency, µM (series often up to 114 µM), for the others: top-dose activity change, negative = inhibition, most hits filed as inhibitors; actives 1% (n = 390,000); recombinant rTrxR1, NADPH fluorescence consumption, selenite substrate; also: potency is read from the fitted curve at half-maximal effect; % is scaled to controls: 0 for no effect and ±100 for the full control effect; nearly all actives have a fitted effect of over 65% in size
#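 Rat TrxR1 (90 nM in the dispensed reagent) was pre-reduced with 400 uM NADPH for 5 min at room temperature, then incubated with compound for 15 min. After 400 uM selenite was added, NADPH fluorescence (Ex 340/Em 450 nm) was followed for 8 min.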
# TRHR ag – agonists of human TRH receptor; P34981; TRHR cells, calcium flux fluo-8, FDSS agonist mode; activation, % at 2 µM; actives 0.18% (n = 360,000); in the data active = activation above about 30%; also: 0% is about no effect
# Target sequence (P34981 whole entry, looked up): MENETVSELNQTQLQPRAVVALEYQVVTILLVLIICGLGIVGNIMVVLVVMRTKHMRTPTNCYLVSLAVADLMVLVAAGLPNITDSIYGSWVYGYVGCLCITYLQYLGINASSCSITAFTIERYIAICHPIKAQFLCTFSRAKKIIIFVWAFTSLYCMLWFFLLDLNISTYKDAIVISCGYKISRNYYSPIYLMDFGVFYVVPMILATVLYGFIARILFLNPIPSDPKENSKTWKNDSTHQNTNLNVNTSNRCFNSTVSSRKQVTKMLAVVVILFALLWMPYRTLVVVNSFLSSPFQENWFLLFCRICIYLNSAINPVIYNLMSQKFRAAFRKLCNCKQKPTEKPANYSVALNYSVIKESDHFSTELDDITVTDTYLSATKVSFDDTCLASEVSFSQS
#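 Agonist-mode FDSS calcium read (Ex 480/Em 530, 1 s cycles) in 1536-well TRHR cells with fluo-8 dye, after 10-cycle baseline and 23 nL compound addition; TRH at EC20 (10 nM final) added afterwards for the enhancer phase.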
# PI4K2A inh – blocks human PI4K2A kinase activity; Q9BTU6; purified PI4K2A, ADP-Glo luminescence, 1 h; stronger effect = lower value; activity change, negative = inhibition, % at 76.9 µM; actives 0.13% (n = 420,000); AID 1346378; in the data active = activity change below about -50%; inconclusive = mostly about -30% to -49%;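 also: -100% = wells without enzyme as full effect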
# Target sequence (Q9BTU6 whole entry, looked up): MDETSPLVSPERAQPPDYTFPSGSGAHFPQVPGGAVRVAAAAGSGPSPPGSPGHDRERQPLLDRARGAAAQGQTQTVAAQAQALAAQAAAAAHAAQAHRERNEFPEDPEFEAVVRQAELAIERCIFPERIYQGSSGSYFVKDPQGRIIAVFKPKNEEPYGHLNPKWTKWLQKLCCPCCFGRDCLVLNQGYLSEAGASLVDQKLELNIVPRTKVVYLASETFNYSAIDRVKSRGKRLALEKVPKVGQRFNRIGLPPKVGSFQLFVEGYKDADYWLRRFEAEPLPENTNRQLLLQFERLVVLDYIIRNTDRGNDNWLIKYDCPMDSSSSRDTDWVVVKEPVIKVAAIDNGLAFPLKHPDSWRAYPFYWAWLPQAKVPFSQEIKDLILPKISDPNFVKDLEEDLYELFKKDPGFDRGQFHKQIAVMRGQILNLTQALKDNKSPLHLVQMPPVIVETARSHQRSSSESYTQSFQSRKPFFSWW
#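 In this quantitative HTS, ADP production by PI4K2A was quantified luminescently after 1 h at ambient temperature; 100 microM adenosine served as plate-quality control.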
# D2 ag – D2 dopamine receptor (human) agonism. P14416. HEK293 T-REx D2 cells, calcium flux agonist mode. activation, % at 2 µM. actives 0.53% (n = 340,000);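 active = activation over 3 SD above normal in the single-dose calcium agonist read, cut at about 30% in these data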; also: 0% is about no effect
#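 HEK293 Trex D2 cells, tetracycline-induced, o/n 30 C 5% CO2; no-wash Ca dye, RT 30–90 min; 10-cycle baseline, 23 nl cpd added, kinetic Ca read 180 s; agonist hits = positive Ca response.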
# USP1 inh – inhibitors of human USP1/UAF1 deubiquitinase | actives 0.23% (n = 390,000) | recombinant USP1/UAF1, Ub-Rhodamine cleavage fluorescence | Potency, µM (highest dose often 57.1 µM), for inactives: top-dose activity change, negative = inhibition, most hits filed as inhibitors | O94782; also: potency is read from the fitted curve at half-maximal effect; % is scaled to controls: 0 for no effect and ±100 for the full control effect; nearly all actives have a fitted effect of over 60% in size; inactives centre near -12
#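 High-throughput fluorogenic screen: 1nM USP1/UAF1 complex, Ub-Rho substrate 150nM final, 50mM HEPES pH 7.8 with 0.5mM EDTA, 0.1 mg/ml BSA, 1mM TCEP and 0.01% Tween-20.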
# TrxR1 substrate – is turned over as a substrate by rat TrxR1. O89049. purified TrxR1 substrate turnover, NADPH consumption readout. Potency, µM (highest dose often 114 µM), without a hit: at the top dose activity change, negative = substrate turnover. actives 0.01% (n = 390,000). AID 588456; also: potency is read from the fitted curve at half-maximal effect; % is scaled to controls: 0 for no effect and ±100 for the full control effect; nearly all actives have a fitted effect of over 50% in size
#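 Rat TrxR1, dispensed at 90 nM, was prereduced with 400 uM NADPH (final) for 5 min at ~22 deg C, then incubated with compound 15 min before 400 uM selenite. A first-read NADPH fluorescence drop versus no-compound background flagged substrates.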
# TRHR enhancer – allosterically enhances the human TRH receptor | actives 0.66% (n = 360,000) | P34981 | TRHR cells, fluo-8 calcium fluorescence, EC20 TRH enhancement | enhancement, % at 2 µM; in the data active = enhancement above about 30%; also: 0% is about no effect
#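 Enhancer read-out: after compound pinning and an initial kinetic agonist-mode read, an EC20 of TRH (10 nM final) was injected and fluo-8 calcium signal (Ex 480/Em 530) followed at 1 s/cycle for 100 cycles in TRHR-expressing cells.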
# D2 antag – antagonists of human D2 dopamine receptor; P14416; HEK293 TREx D2 cells, calcium flux, dopamine EC80; inhibition, % at 10 µM; actives 2% (n = 340,000); AID 485344; in the data active = inhibition above about 30%; also: 0% is about no effect
#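 Antagonism is scored as inhibition of an EC80 dopamine-evoked calcium signal in a force-coupled, tetracycline-inducible HEK293 T-REx D2 line, with compound present 180 s before agonist.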
# mIDH1 inhibitor – blocks human mutant IDH1 R132H enzyme. O75874. IDH1-R132H enzyme, NADPH consumption, diaphorase/resazurin fluorescence. AID 602179. Potency, µM (highest dose often 76.6 µM), for inactives: at the highest dose activity change, negative = inhibition, actives largely listed as inhibitors. actives 0.093% (n = 390,000); also: potency is read from the fitted curve at half-maximal effect; % is scaled to controls: 0 for no effect and ±100 for the full control effect; nearly all actives have a fitted effect of over 65% in size
#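 IDH1-R132H (0.5 ug/mL dispensed) in pH 7.5 Tris buffer was preincubated 30 min with compound, then given a substrate mix of 0.016 mM NADPH and 2 mM alpha-KG for 80 min at room temperature; remaining NADPH was read by diaphorase/resazurin fluorescence.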
# * = called active by the depositor; ? = inconclusive; . = no result given; [ ] = remark or other dose. Unless noted, calls follow the shape of the dose curve; as a rule, active = well fitted inhibition curve with a large enough effect; inconclusive = small, poorly fitted or top-dose-only effect; inactive = no such curve, though single readings can be large or run the other way.
SMILES,TrxR1 inh,TRHR ag,PI4K2A inh,D2 ag,USP1 inh,TrxR1 substrate,TRHR enhancer,D2 antag,mIDH1 inhibitor
CC12C(=O)N(c3ccccn3)C(=O)C1C1C=CC2C1 (configuration not stated),24%[57.1 µM],0.3,?,1.1,-8%,14%[57.1 µM],-5,10,0%
O=C(O)CCc1ccc(-c2cccs2)n1NC(=O)c1ccco1,-8%[57.1 µM],0.9,-12,0.2,-1%,-1%[57.1 µM],3,9,1%
CCOC(=O)C1=C(COC(=O)CNC(=O)c2ccc(C)cc2)NC(=O)NC1C (configuration not stated),32%,0.0,-1,0.4,-26%,11%,6,-7,4%
COc1cccc(C(C(=O)NC2CCCCC2)N(C(=O)c2ccco2)c2ccc(-n3cnnn3)c(C)c2)c1 (configuration not stated),-6%,-1.5,1,0.5,-9%,1%,1,-24,-1%
CCc1ccc2oc(-c3ccc(C)c(NC(=O)c4cc([N+](=O)[O-])ccc4N4CCOCC4)c3)nc2c1,21%,0.8,-3,-0.3,-28%,6%,5,.,3%
CCCNC(=O)CSc1nc2ccccc2nc1Cc1ccc(Cl)cc1,10%[57.1 µM],0.1,-4,11,-6%,-5%[57.1 µM],-1,.,3%
CCOc1ccc2oc(=O)cc(CN3CCN(c4ccc(Cl)cc4)CC3)c2c1,2%,-0.2,-2,0.1,-10%,-5%,-2,.,9%
O=C(Nc1ccc(OCc2ccccc2)cc1)Nc1cccnc1,-17%,0.3,4,-0.3,-15%,-15%,10,0,0%
COc1ccc(N2CC(C)Cn3c2nc2c3c(=O)n(Cc3ccccc3)c(=O)n2C)c(OC)c1 (configuration not stated),-6%,-2.0,-9,-0.6,-9%,-9%,-7,-5,-1%
COc1ccc(N2CC(C(=O)NCCN3C(=O)S/C(=C\c4cccnc4)C3=O)CC2=O)c(OC)c1 (configuration not stated),-13%,0.2,-2,0.4,-14%,-4%,-6,17,0%
COc1ccccc1C(=O)NC(=S)Nc1ccc(N2CCOCC2)c(Cl)c1,6%,0.6,-1,0.1,-15%,2%,1,-3,6%
Cc1nn(C)c2c1c(C(F)(F)F)cc(=O)n2CC(=O)N1CCCCC1,-15%[57.1 µM],-0.2,2,1.8,-17%,9%[57.1 µM],28,.,-6%
CCOc1ccccc1OCCC(=O)Nc1ccc2c(c1)OCO2,-10%,.,-3,.,-19%,-5%,.,.,5%
Cc1ccc(-c2csc(SCC(=O)Nc3cc(C)on3)n2)cc1,7%,-0.4,-3,-1.0,-17%,5%,-7,-34,-4%
O=C(COC(=O)c1ccc(OC(F)(F)F)cc1)NCCN1C(=O)CSC1=O,25%,-0.1,1,0.2,-19%,7%,9,-14,6%
CN(C)S(=O)(=O)c1ccc(NC(=O)CNc2cc(S(=O)(=O)N3CCCC3)ccc2OCC(F)(F)F)cc1,-8%,-0.7,-2,0.1,-8%,-14%,1,15,3%
Cc1cccc(NC(=S)NNC(=O)c2ccc3c(c2)OCO3)c1,-28%,0.0,2,2.8,-14%,-5%,3,7,1%
O=Cc1ccc(F)c([B-](F)(F)F)c1,8%,.,-2,.,-8%,-1%,.,.,-15%
O=C(NCc1ccc(Cl)cc1)c1ccc(Cn2cc(C(F)(F)F)ccc2=O)cc1,16%[57.1 µM],-0.8,1,.,4%,5%[57.1 µM],-9,.,4%
O=S(=O)(Nc1cccnc1)c1ccc(F)cc1,23%,0.0,-3,-2.1,-21%,6%,-5,11,-1%
COc1cc(C2NC(=O)NC(c3ccccc3)=C2C(C)=O)ccc1OCC#N (configuration not stated),-1%,0.2,3,0.5,-3%,2%,13,2,0%
FC(F)(F)c1nc(N2CCCC2)ncc1-c1nnnn1-c1ccc(Cl)cc1,19%[57.1 µM],1.5,-5,0.5,-20%,8%[57.1 µM],-1,13,4%
COC(=O)C1=C(N)Oc2cc(C)oc(=O)c2C1c1cccnc1 (configuration not stated),12%[57.1 µM],-0.2,-2,-0.7,4%,7%[57.1 µM],4,-5,2%
COc1ccc(C2=NN(C(=O)COC(=O)c3ccc(S(C)(=O)=O)c([N+](=O)[O-])c3)C(c3ccco3)C2)cc1 (configuration not stated),-22%[11.4 µM],.,13,.,-22%,12%[57.1 µM],.,.,0%
O=C1c2oc3ccccc3c(=O)c2C(c2cccnc2)N1Cc1ccco1 (configuration not stated),-14%,0.1,-5,.,-4%,4%,2,.,-1%
CCOC(=O)c1c(NC(=O)CSc2ccccc2C(=O)O)sc(C)c1C,-6%[57.1 µM],-0.9,-1,0.1,2%,-8%,13,6,0%
C=CCN1c2ccccc2[C@]23C[C@@H](C(=O)OC)N(C(=O)CC(C)C)C2=NC(C(=O)OC)=C(C(=O)OC)[C@H]13,-8%,-0.2,-3,0.1,?,-15%,7,-17,-17%
Cc1ccc(C)c2nc(N3CCCC3)c(C#N)cc12,-14%,-0.2,0,-0.2,-23%,4%,1,-2,-5%
CCc1ccc(NS(=O)(=O)c2ccc3[nH]c4c(c3c2)CCCCCC4)cc1,27%[57.1 µM],0.2,2,1.2,?,0%[57.1 µM],6,.,-10%
CCN(CC)S(=O)(=O)c1ccc(NC(=O)c2ccc(OCC3CCCO3)cc2)cc1 (configuration not stated),4%,1.3,-4,0.6,-22%,-4%,-2,-18,4%

# A second format for some results above.
# The line under a structure holds: TrxR1 inh, TRHR ag, PI4K2A inh, D2 ag, USP1 inh, TrxR1 substrate, TRHR enhancer, D2 antag, mIDH1 inhibitor
> CN(C)S(=O)(=O)c1ccc(NC(=O)CNc2cc(S(=O)(=O)N3CCCC3)ccc2OCC(F)(F)F)cc1
    -8%, -0.7, -2, 0.1, -8%, -14%, 1, 15, 3%
> Cc1cccc(NC(=S)NNC(=O)c2ccc3c(c2)OCO3)c1
    -28%, 0.0, 2, 2.8, -14%, -5%, 3, 7, 1%
> O=Cc1ccc(F)c([B-](F)(F)F)c1
    8%, ., -2, ., -8%, -1%, ., ., -15%

# The results go on.
SMILES,TrxR1 inh,TRHR ag,PI4K2A inh,D2 ag,USP1 inh,TrxR1 substrate,TRHR enhancer,D2 antag,mIDH1 inhibitor
Cc1nnc(SCC(=O)Nc2ncc(S(=O)(=O)c3ccc([N+](=O)[O-])cc3)s2)s1,-15%,0.8,0,2.3,3%,-6%,4,-22,-2%
O=C(NC(=S)Nc1cccc2[nH]ncc12)c1ccccc1,5%[11.4 µM],0.3,6,1.0,-8%,1%[11.4 µM],2,-3,3%
COCCOCCn1c(/C=C/c2ccccc2)nc2ccccc21,9%[57.1 µM],1.3,-6,-0.8,?,32%[activator][57.1 µM],13,-7,25%
CCSc1nnc2c(n1)OC(c1ccc(C)cc1)N(C(C)=O)c1ccccc1-2 (configuration not stated),15%,-1.1,2,0.0,-21%,4%,5,.,0%
CC1CCCC(NC(=O)CN2CCN(S(=O)(=O)c3cccs3)CC2)C1C (configuration not stated),16%,-0.2,4,-0.4,-19%,3%,-8,25,-13%
COc1ccc([N+](=O)[O-])cc1NC(=O)Cc1noc2ccccc12,20%[57.1 µM],0.4,3,0.2,-12%,2%[57.1 µM],1,30,10%
Cc1cccc(C)c1NC(=S)NCCSc1ccc(Cl)cc1,4%[57.1 µM],0.3,0,-0.2,-11%,-5%[57.1 µM],3,5,4%
CCN(CC)CCNC(=O)C1CCCN(c2ncnc3onc(C)c23)C1 (configuration not stated),20%,0.7,0,0.9,-10%,2%,7,.,0%
CCN(CC)S(=O)(=O)c1cc(NC(=O)C(CC(C)C)NC(N)=O)ccc1C (configuration not stated),27%,-0.6,-2,1.0,-27%,4%,3,3,0%
CCOc1ccc(OCCNC(=O)c2oc3ccccc3c2COC)cc1,-13%,-1.0,0,.,-6%,-11%,4,.,1%
COc1ccc2sc3c(=O)[nH]c4ccccc4c3c2c1,-4%[57.1 µM],-0.2,-5,-0.1,1%,6%[57.1 µM],1,0,5%
CCC(=O)OCCNc1nc(-c2ccccc2)nc2ccccc12,17%,1.2,-1,-0.7,-26%,0%,6,10,0%
CC(C)c1ccc(NC(=O)C2CC3CCC2C3)cc1 (configuration not stated),-10%,1.6,3,-0.1,-21%,-10%,0,11,-4%
COC(=O)c1ccccc1S(=O)(=O)N(CCCO)Cc1cc2c(C)ccc(C)c2[nH]c1=O,6%,0.7,1,-0.7,-8%,-3%,4,-13,3%
CC(C)Cc1nnc(NC(=O)CCC(=O)N2CCN(c3ccccc3F)CC2)s1,34%,-0.2,0,-0.3,-11%,12%,-2,-2,10%
Cc1ccc(N(CC(=O)NCc2ccc(OC(C)C)cc2)S(=O)(=O)N(C)C)cc1,7%[57.1 µM],-0.5,-4,.,5%,3%[57.1 µM],7,.,0%
Cc1cccc(C)c1NC(=O)c1ccc(-n2cnnn2)cc1,21%[57.1 µM],-0.3,8,-0.3,-9%,25%[57.1 µM],-12,-8,8%
CCOCCn1[nH]c2ccccc2c1=O,17%[57.1 µM],-0.2,0,-0.5,16%,13%[57.1 µM],2,10,-13%
O=C(Cc1ccc(NC(=O)C2CCN(C(=O)c3ccccc3)CC2)cc1)Nc1cccc(C(=O)N2CCCC2)c1,10%,.,0,.,-22%,3%,.,.,-4%[38.3 µM]
COCCNC(=O)CN(c1ccc(C)cc1)S(=O)(=O)c1ccccc1,2%[57.1 µM],0.3,-1,1.8,-4%,6%[57.1 µM],2,-1,8%
CCC1=C(c2ccc(C)cc2)S(=O)(=O)N=C1N1CCC(C(=O)Nc2ccccc2C(=O)OC)CC1,5%[57.1 µM],0.1,-4,-0.1,-23%,-4%[57.1 µM],0,.,.

# A portion from the list above:
SMILES,TrxR1 inh,TRHR ag,PI4K2A inh,D2 ag,USP1 inh,TrxR1 substrate,TRHR enhancer,D2 antag,mIDH1 inhibitor
COC(=O)c1ccccc1S(=O)(=O)N(CCCO)Cc1cc2c(C)ccc(C)c2[nH]c1=O,6%,0.7,1,-0.7,-8%,-3%,4,-13,3%
CC(C)Cc1nnc(NC(=O)CCC(=O)N2CCN(c3ccccc3F)CC2)s1,34%,-0.2,0,-0.3,-11%,12%,-2,-2,10%
Cc1ccc(N(CC(=O)NCc2ccc(OC(C)C)cc2)S(=O)(=O)N(C)C)cc1,7%[57.1 µM],-0.5,-4,.,5%,3%[57.1 µM],7,.,0%

# Screens (PubChem BioAssay)

# Compounds were not picked by outcome; any-hit rate near 3.9%.
